# BCR signal inh: qHTS Assay to Find Inhibitors of Chronic Active B-Cell Receptor Signaling | ABC-DLBCL IkBa-CBG/CBR reporter, luminescence ratio, 4 h | Potency, µM (highest dose often 46.1 µM), without a hit: at the top dose ratio change, negative = lower green/red ratio, usual class: inhibitors | 340,000 compounds, 0.05% hits | AID 493014, 2011; active means well fitted inhibition curve with a large enough effect in the signal ratio, with a control signal flat, not every such curve was filed as active; inconclusive means small, poorly fitted or top-dose-only effect, or effect the other way, or a change in a side signal; the % refers to the signal ratio;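 further: potency means the concentration at half of the fitted maximal effect; plate controls were basal doxycycline-induced cells for no effect and cells given 10 µM MG132 for full effect; MG132 reads +100%, hits lower the ratio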
#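 Compounds up to 46 uM were incubated four hours with TMD8 cells whose green CBG68 luciferase is fused to IkappaBalpha; red CBR luminescence normalised the signal, and concentration-effect curves were fitted to fusion, red and ratio data.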
# Menin MLL FP TR: qHTS Assay for Inhibitors Targeting the Menin-MLL Interaction in MLL Related Leukemias: Competition With Texas Red Labeled MLL-derived Mutant Peptide; Menin + Texas Red MLL mutant peptide, fluorescence polarization; Potency, µM (highest dose often 61.6 µM), without a hit: at the top dose FP activity change, negative = inhibition, hits mostly inhibitors; 270,000 compounds, 0.23% hits; active means well fitted inhibition curve with a large enough effect in the polarisation, with a control signal flat, not every such curve was filed as active; inconclusive means small, poorly fitted or top-dose-only effect, or effect the other way, or a change in a side signal; inactive means no such curve, though single readings can be large or run the other way; the % refers to the polarisation; further: potency means the concentration at half of the fitted maximal effect; % of control where 0% means no effect; many of its hits are not listed in these tables
# Eya2 phos inh: qHTS Assay for Inhibitors of the Phosphatase Activity of Eya2; Potency, µM (highest dose often 76.9 µM), without a hit: at the top dose activity, negative = inhibition, most hits filed as inhibitors; 330,000 compounds, 0.006% hits; AID 488837, 2010; recombinant Eya2, OMFP fluorescence dephosphorylation (OMFP is methylfluorescein phosphate); further: potency means the concentration at half of the fitted maximal effect; on the % scale 0 is the no-effect control and ±100 the full control effect
# Target sequence (O00167 whole entry, looked up): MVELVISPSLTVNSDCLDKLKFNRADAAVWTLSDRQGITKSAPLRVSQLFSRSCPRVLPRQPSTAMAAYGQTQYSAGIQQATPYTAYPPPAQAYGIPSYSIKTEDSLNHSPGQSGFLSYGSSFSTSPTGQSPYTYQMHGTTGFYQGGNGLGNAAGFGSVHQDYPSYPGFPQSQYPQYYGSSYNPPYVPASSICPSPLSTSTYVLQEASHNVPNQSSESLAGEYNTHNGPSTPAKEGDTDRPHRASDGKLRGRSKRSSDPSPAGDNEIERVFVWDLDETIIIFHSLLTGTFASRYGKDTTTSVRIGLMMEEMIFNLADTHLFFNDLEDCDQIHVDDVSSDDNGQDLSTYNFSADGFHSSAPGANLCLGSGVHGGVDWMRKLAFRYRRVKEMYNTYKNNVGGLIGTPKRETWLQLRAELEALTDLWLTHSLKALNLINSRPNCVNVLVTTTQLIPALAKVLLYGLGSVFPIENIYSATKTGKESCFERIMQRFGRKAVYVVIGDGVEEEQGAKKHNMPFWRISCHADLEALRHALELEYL
#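 Eya2 (0.2 uM) preincubated 10 min at ambient with compound, then OMFP substrate added at 50 uM; 10 min reaction in 50 mM HEPES pH 7.5, 50 mM NaCl, 5 uM MgCl2, 0.05% BSA, 1 mM DTT. Fluorescence read at Ex 485/Em 525 nm.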
# Mito fusion act: qHTS Assay for Small Molecule Inhibitors of Mitochondrial Division or Activators of Mitochondrial Fusion; Potency, µM (titrated, usually from 46.1 µM), inactives show at the highest dose growth rescue (activation), most hits filed as activators; 320,000 compounds, 0.23% hits; S. cerevisiae fusion-defective mutant growth rescue, CellTiterGlo 48 h;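 further: potency means the concentration at half of the fitted maximal effect; % of control where 0% means no effect; nearly all actives have a fitted effect of over 45% in size; temperature-sensitive fusion mutants such as fzo1-1 at 37 °C on non-fermentable ethanol glycerol medium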
#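 S. cerevisiae fusion-defective temperature-sensitive mutants (e.g. fzo1-1, mgm1-5) grown 48 h at 37C in YPEG (ethanol/glycerol non-fermentable) medium with 23 nl compound per well; growth rescue read as CellTiterGlo luminescence.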
# ASM inhibitor: Inhibitors of Secretory Acid Sphingomyelinase (S-ASM): qHTS | Sphingomyelin phosphodiesterase (Homo sapiens), P17405 | placental ASM, HMU-PC fluorogenic substrate, 60 min | 340,000 compounds, 0.006% hits | Potency, µM (top dose mostly 57.5 µM), for inactives: at the top dose activity change, negative = inhibition, actives largely listed as inhibitors | AID 504937, 2011; further: potency means the concentration at half of the fitted maximal effect
#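 HMU-PC0 cleavage (9 uM final) by human placental ASM, 60 min at 37 °C following 10 min compound exposure at RT; stopped at pH 10, fluorescence Ex 386/Em 447 nm.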
# TSHR antagonist: Antagonists of the Thyroid Stimulating Hormone Receptor: HTS campaign. TSHR-expressing cells, TSH-stimulated cAMP HTRF, 2 h; hits give low values. 330,000 compounds, 0.2% hits. activity change, negative = inhibition, % at 11.5 µM. AID 504810, 2011;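 active means activity change below a set negative limit, meaning inhibition stronger than a set level, cut at about -70% in these data; inconclusive means activity change between two set negative limits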; further: on the % scale 0 is the no-effect control and ±100 the full control effect
#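 TSHR-expressing cells, 200/well, pre-treated with compound, then stimulated with EC80 TSH (4nM final) for 2 hours at 37 deg C. cAMP measured by competitive HTRF: anti-cAMP cryptate antibody in lysis buffer plus cAMP-d2, read after 30 minutes at room temperature.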
# hERG WT inh: qHTS for Inhibitors of KCHN2 3.1: Wildtype qHTS; U2OS, BacMam KCNH2, thallium flux FluxOr; hits give low values; activity change, % at 1.84 µM; 340,000 compounds, 0.37% hits;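 active means maximum activity change below -70%; inconclusive means maximum activity change between -70% and -50%; inactive means maximum activity change above -50%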; further: on the % scale 0 is the no-effect control and ±100 the full control effect
#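 U2OS cells were transduced with wild-type KCNH2 virus (2.03 x 10^8 / mL) for 4 h at room temperature, then cultured overnight at 37 C. Thallium flux was read with FluxOr dye. Rate constants were normalized to DMSO controls.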
# GALK inhibitor: qHTS Assay for Inhibitors of Human Galactokinase (GALK); P51570; Purified GALK, Kinase-Glo residual ATP luminescence; Potency, µM (series often up to 57.5 µM), inactives show at the highest dose activity change, negative = inhibition, usual class: inhibitors; 270,000 compounds, 0.007% hits; AID 1868, 2009; further: potency means the concentration at half of the fitted maximal effect; on the % scale 0 is the no-effect control and ±100 the full control effect
#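 Luminescence from leftover ATP (Ultra-Glo luciferase/luciferin) served as read-out after a 1 h room-temperature reaction of 5 nM GALK with 35 uM ATP and 100 uM galactose.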
# MBNL1 CUG block: qHTS Assay for Inhibitors of MBNL1-poly(CUG) RNA binding; TR-FRET MBNL1-His/biotin-(CUG)12 binding, 665/545 ratio; Muscleblind-like protein 1 (Homo sapiens), Q9NR56; 280,000 compounds, 0.036% hits; Potency, µM (series often up to 57.5 µM), for inactives: top-dose activity change, negative = inhibition, usual class: inhibitors; active means well fitted inhibition curve with a large enough effect in the signal ratio, with a control signal flat, not every such curve was filed as active; inconclusive means small, poorly fitted or top-dose-only effect, or effect the other way, or a change in a side signal; inactive means no such curve, though single readings can be large or run the other way; the % refers to the signal ratio; further: potency means the concentration at half of the fitted maximal effect; on the % scale 0 is the no-effect control and ±100 the full control effect
# Target sequence (Q9NR56 whole entry, looked up): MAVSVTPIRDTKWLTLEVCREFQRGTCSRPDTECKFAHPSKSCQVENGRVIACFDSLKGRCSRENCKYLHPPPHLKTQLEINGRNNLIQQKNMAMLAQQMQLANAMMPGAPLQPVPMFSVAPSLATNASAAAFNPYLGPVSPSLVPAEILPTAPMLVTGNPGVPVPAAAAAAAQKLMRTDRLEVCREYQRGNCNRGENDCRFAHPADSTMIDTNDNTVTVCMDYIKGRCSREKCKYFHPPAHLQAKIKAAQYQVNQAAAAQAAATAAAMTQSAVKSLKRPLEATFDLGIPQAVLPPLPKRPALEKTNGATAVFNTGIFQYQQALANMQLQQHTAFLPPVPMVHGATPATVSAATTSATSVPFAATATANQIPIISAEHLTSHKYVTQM
#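 Inhibition of protein-RNA binding appears as loss of TR-FRET between terbium anti-His antibody on MBNL1-His and streptavidin-XL665 on biotin-(CUG)12. Activity is normalized to buffer-only and uninhibited-complex controls.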
# PKM2 activator: qHTS Assay for Activators of Human Muscle isoform 2 Pyruvate Kinase | Pyruvate kinase PKM (Homo sapiens), P14618 | purified PKM2, Kinase-Glo ATP luminescence, activation; response scale: 0% is enzyme alone, no compound | Potency, µM (top dose mostly 57.5 µM), for the others: at the top dose activation, hits mostly activators | 260,000 compounds, 0.34% hits | AID 1631, 2009; further: potency means the concentration at half of the fitted maximal effect; on the % scale 0 is the no-effect control and ±100 the full control effect; nearly all actives have a fitted effect of over 55% in size
#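 Kinase-Glo luminescence reports ATP generated from ADP (0.1 mM) and PEP (0.5 mM) by purified hPK-M2 after 1 h at room temperature, pH 7.2 imidazole buffer; intermediate enzyme activity allows detecting inhibitors and activators.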
# USP2a inh: qHTS Assay for Inhibitors of Ubiquitin-specific Protease USP2a Using CHOP2 as the Reporter; 330,000 compounds, 0.01% hits; USP2 core, Ub-CHOP2 coupled fluorogenic reporter, 485/531; Potency, µM (titrated, usually from 38.3 µM), inactives show at the top dose activity change, negative = inhibition, most hits filed as inhibitors; AID 463254, 2010;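 further: potency means the concentration at half of the fitted maximal effect; plate controls were DMSO wells for no effect and full inhibition by NEM control for full effect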
#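 Deubiquitinase activity read as fluorescence (485/531 nm) after Ub-CHOP2 cleavage activates the enterokinase reporter on its substrate; USP2 core 10nM, Ub-CHOP2 and substrate 25nM each, 30min compound preincubation then 60min RT; data normalized to NEM, curves fitted.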
# Numbers without * were called inactive; ? = inconclusive; · = not tested or not shown; [ ] = another dose, or the depositor's remark. Unless noted, the call rests on the fitted dose curve; in most records, active means well fitted curve in the direction sought with a large enough effect; inconclusive means small, poorly fitted or top-dose-only effect, or another doubt; inactive means no such curve, though single readings can be large; an effect the other way counts as inactive or inconclusive. Only part of the results is shown; the hit share may differ from the screen's.
# Order of values: BCR signal inh	Menin MLL FP TR	Eya2 phos inh	Mito fusion act	ASM inhibitor	TSHR antagonist	hERG WT inh	GALK inhibitor	MBNL1 CUG block	PKM2 activator	USP2a inh
- CCC(=O)c1ccc(OCC(=O)Nc2cccc(S(=O)(=O)N(C)c3ccccc3)c2)cc1
 : -9.6%	·	2.8%	23.2%	-9.0%	?	-1.3	·	·	·	1.4%
- O=C(COc1ncnc2ccccc12)c1ccc(Cl)cc1
 : 6.6%	?	-6.0%	7.1%	-1.3%	4.0	1.8	15.5%	-7.6%	3.3%	3.5%
- O=C(CN1CCN(Cc2ccc(F)cc2)CC1)NCCc1ccccc1
 : 5.4%	-2.1%	7.5%	1.0%	2.1%	-15.6	1.4	-0.9%	-4.7%	-0.3%	-0.6%
- O=C1c2ccccc2[C@@H]2C[C@@H](O)[C@H](Nc3cccc(Cl)n3)CCN12
 : -2.0%	·	0.0%	·	2.6%	-7.2	-7.0	·	·	·	1.6%
- Cc1ccc(S(=O)(=O)NCCCCCC(=O)NCCc2ccccc2)cc1
 : -1.6%	-5.5%	5.0%	1.8%	-2.8%	8.2	1.4	·	-3.5%	-4.6%	6.2%
- O=C(CCCc1ccccc1)NCCCc1ccccc1
 : 0.9%	-19.8%	-4.3%	0.4%	-3.5%	-7.5	-0.6	-2.5%	-7.4%	-1.3%[11.5 µM]	1.0%
- Cc1ccccc1/C(N)=N/OC(=O)c1ccc(F)cc1
 : -24.3%	-2.9%	10.8%	-3.0%	-2.6%	-5.2	5.7	5.9%	-1.7%	-24.6%	2.3%
- CCOc1ccc(NC(=S)c2ccncc2)cc1
 : ?	-13.2%	6.1%	-2.3%	-1.3%	-4.5	-1.0	-2.1%	·	-4.2%	2.9%
- Cc1ccc(C)c(NC(=O)CNC(=O)N2CC(=O)Nc3ccccc32)c1
 : -0.3%	2.1%	-3.5%	10.1%	2.2%	0.2	-1.0	5.5%	-5.1%	-3.4%	-7.9%
- CCCCn1c(N)c(N(CCOC)C(=O)c2ccc(N3CCCC3)c([N+](=O)[O-])c2)c(=O)[nH]c1=O
 : 6.4%	·	-4.0%	-4.0%	1.9%	1.1	-0.5	·	·	·	3.9%
- O=C(Nc1ncnc2sc3c(c12)CCCCC3)c1ccccc1
 : 23.6%	16.8%	-13.1%	12.3%	-1.1%	-3.8	-2.7	-0.7%	-17.3%	-4.2%	-3.1%
- CCCOc1ccc(-c2csc3nc[nH]c(=O)c23)cc1
 : -6.4%	2.7%	-16.3%	6.4%	-5.8%	-12.8	-7.5	0.0%	28.0%	0.0%	1.7%
- Cc1cccc(C(=O)Nc2ccccc2SCC(=O)Nc2ccc(C)c(Cl)c2)c1
 : 0.1%	13.2%	-9.3%	0.8%	4.9%	1.1	-0.5	-1.9%	1.0%	0.0%	2.6%
- CSc1ncccc1C(=O)Nc1nc2c(C)cccc2s1
 : ?	?	-4.8%	-1.2%	-6.0%	-3.9	-4.4	0.8%	31.8%[activator]	-4.2%	-0.4%
- COC(=O)[C@@]1(Cc2ccccc2)[C@H]2C(=O)N(C)C(=O)[C@H]2[C@H]2CN=C(SCC3CC3)N21
 : -2.5%	·	6.2%	·	1.9%	42.0	2.9	·	·	·	-0.4%
- O=C(NCCNC(=O)c1ccccn1)c1ccc(F)cc1
 : 1.7%	6.4%	-1.5%	6.2%	16.7%	1.4	-7.1	0.9%	-3.4%	·	1.4%
- Cc1ccc(S(=O)(=O)N2CCC[C@H]2C(=O)Nc2ccccc2Cl)cc1
 : 0.2%	·	-2.8%	·	-3.0%	13.3	-1.9	·	·	·	-7.7%
- C=CCc1c(C)[nH]c2ccc(C)cc2c1=O
 : ?	12.8%	-18.6%	5.5%	1.6%	8.2	9.8	0.4%	-10.2%	-10.4%	-10.1%
- COc1ccccc1CCN=C(N)NS(=O)(=O)c1ccccc1F
 : 4.9%	·	-14.8%	0.3%	-0.2%	0.6	-11.7	-8.1%	-4.6%	-1.5%	3.5%
- O=C(NCC(=O)N(Cc1cccs1)C(C(=O)NC1CCCCC1)c1ccco1)c1ccco1 (stereo not drawn)
 : 8.1%	21.3%	-16.5%	-2.8%	-2.1%	0.3	3.0	-0.2%	-1.8%	6.8%	0.7%
- CCc1ccc(NC(=O)COC(=O)c2ccc(Cl)c(S(=O)(=O)N3CCCCCC3)c2)cc1
 : -6.7%	-2.8%	-12.2%	10.4%	-11.1%	3.7	-2.1	-0.1%	?	-4.7%	-3.1%
- Cn1c(SCC(=O)Nc2cccc(O)c2)nnc1-c1ccc(S(=O)(=O)N2CCOCC2)cc1
 : -1.9%	25.1%	-1.6%	0.3%	0.4%	0.0	-0.9	0.8%	2.3%	?	-10.4%
- CCOC(=O)C1CCCN(C(=O)CSc2nccn2C)C1 (stereo not drawn)
 : 5.4%	8.7%	28.9%	-3.8%	-3.0%	3.1	2.8	5.9%	4.7%	-2.0%	-0.3%
- O=C(CCCCl)Nc1c2c(nn1-c1ccccc1)CSC2
 : ?	17.8%	2.3%	5.3%	1.5%	10.1	-8.3	-1.2%	-0.8%	2.7%	0.8%
- O=C(CSc1nnc(-c2cccnc2)n1Cc1ccccc1)N1CCOCC1
 : -3.1%	-6.9%	-2.0%	1.3%	3.5%	3.2	4.1	8.5%	-1.2%	-2.1%	-0.7%
- CCC1(c2ccc(Cl)cc2)NC(=O)N(CC(=O)NC2CCCC(C)C2C)C1=O (stereo not drawn)
 : ?	·	-9.4%	17.7%	-4.4%	-2.7	-0.6	·	·	·	-2.2%
- CCC1(c2ccccc2)NC(=O)N(CC(=O)Nc2cccc(C#N)c2)C1=O (stereo not drawn)
 : 15.0%	11.8%	10.2%	-6.0%	1.4%	-9.2	-11.1	0.6%	-6.5%	1.4%	1.7%
- CCCCn1c(-c2csc3c2CCC(C)C3)n[nH]c1=S (stereo not drawn)
 : ?	-15.8%	9.4%	2.2%	-10.9%	-19.1	4.1	1.8%	4.1%	-5.7%	-7.2%
- CN1CCN(NC(=O)C23CC4CC(CC(C4)C2)C3)CC1
 : 8.3%	22.0%	-8.8%	-1.5%	7.6%	7.9	8.4	0.3%	-11.0%	8.4%	-2.5%
- CN(C(=O)c1ccc(=O)[nH]c1)C1(C(=O)NC2CCCCC2)CCCCC1
 : -9.1%	-0.2%	5.9%	0.3%	5.0%	6.1	2.7	-1.6%	-12.8%	-1.6%	1.4%
- COc1cccc(NC(=S)N/N=C2/CCCCc3ccccc32)c1
 : ?	0.1%	-1.1%	-6.1%	-3.5%	0.8	9.0	-5.0%	-5.4%	-6.2%	-3.7%
- CC(=O)OCCN1C(=O)c2cccnc2C1=O
 : -0.8%	-1.5%	-12.6%	-7.1%	1.3%	0.1	6.9	-3.7%	?	-4.2%	0.4%
- CCOC(=O)N/N=C\c1ccc(C)s1
 : ?	8.7%	2.0%	7.8%	4.2%	29.1	1.8	-0.1%	·	-20.9%	-0.8%
- CC(C)C(NS(=O)(=O)c1ccc2c(c1)oc(=O)n2C)C(=O)N1CCN(C2CCCCC2)CC1 (stereo not drawn)
 : -8.1%	-4.0%	-16.4%	-0.9%	0.8%	15.5	1.1	1.2%	8.5%	-7.5%	0.1%
